# Source: PubChem (several laboratories)
# E-sel TNF inh = TNF alpha driven E-selectin expression inhibition; HUVEC TNFa-induced E-selectin immunofluorescence, high content; inhibition, % at 2 µM; actives 0.71% (n = 120,000);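 active = inhibition above the batch mean plus 3 SD, and confirmed as a hit on visual image review, cut at about 43% in these data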;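 also: 0% = TNF-stimulated DMSO wells and 100% = unstimulated control wells; not every result past the cut was called active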
# HCT116 PTEN-null = PTEN-deleted cell growth suppression; HCT116 PTEN-null viability, CellTiter-Glo, 60 h; hits give low values; viability, % at 10 µM; actives 1.2% (n = 140,000); AID 827;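 active = viability at or below a set limit, 4 SD under the median of all tested compounds, cut at about 3.7% in these data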;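 also: PTEN knockout HCT116 line with beta catenin targeted HCT116 as companion control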
# bCat KO growth = beta-catenin-lacking colon tumor cell growth suppression | HCT116 beta-catenin knockout viability, CellTiter-Glo, 60 h; hits give low values | viability, % at 10 µM | actives 1.5% (n = 140,000);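 active = viability at or under a set limit, the compound median less 4 SD, cut at about 6% in these data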;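 also: 0% = Hyamine 1622 control at 20 µM and 100% = untreated cell control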
# Yeast growth inh = yeast BB579 growth reduction in restrictive medium; S. cerevisiae BB579 growth, OD615, 48 h; inhibition, % at 10 µM; AID 804; actives 0.51% (n = 140,000);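 active = inhibition above a set limit, 3 SD over the mean compound inhibition, cut at about 44% in these data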; also: inactives centre near -24
#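 Assay system – yeast BB579 (DeaD) · Dosing – single compound dose of 10 µM, 0.25% DMSO final · Detection – OD615 turbidity measurement · Buffer or medium – CSMM-D restrictive synthetic medium containing dextrose (glucose) · Benchmarks – positive control amphotericin B 10 µg/mL · Incubation – 48 h exposure, 30 °C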
# GALR2 antag = GALR2 (human) receptor antagonism; inhibition, % at 4 µM; GALR2-expressing cells, antagonist mode; actives 0.39% (n = 140,000); O43603; AID 828; in the data active = inhibition above about 27%;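 also: cells stimulated with galanin 1-16 at roughly its EC80; 0% = agonist challenge control and 100% = basal control without agonist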
# Target sequence (O43603 whole entry, looked up): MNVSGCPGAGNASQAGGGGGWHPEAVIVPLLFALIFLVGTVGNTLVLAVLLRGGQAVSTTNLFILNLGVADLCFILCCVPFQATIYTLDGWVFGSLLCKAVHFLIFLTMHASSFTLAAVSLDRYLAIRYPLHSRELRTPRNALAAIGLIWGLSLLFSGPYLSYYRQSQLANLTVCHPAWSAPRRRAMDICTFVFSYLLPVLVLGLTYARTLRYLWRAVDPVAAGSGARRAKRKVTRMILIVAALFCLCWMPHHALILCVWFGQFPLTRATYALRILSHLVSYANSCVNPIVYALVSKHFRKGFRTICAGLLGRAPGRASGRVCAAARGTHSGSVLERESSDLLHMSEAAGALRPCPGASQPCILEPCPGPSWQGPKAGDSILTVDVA
# Phagocyt inh = blocks phagocytosis by macrophages. J774A.1 macrophage IgG-bead phagocytosis, imaging. inhibition, % at 5 µM. actives 0.07% (n = 110,000). AID 1029;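 active = inhibition above the mean of the plate negative controls plus 5 SD, cut at about 13% in these data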;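 also: phagocytic index as fraction of beads internalized from green versus red external bead signal; plate controls were DMSO negative control for no effect and cytochalasin-D positive control for full effect; some results beyond the cut were filed as inactive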
# Measles CPE = protection of cells from measles virus. actives 1.5% (n = 140,000). AID 841. protection (pct of control), % at 4 µM. Measles virus-infected cells, CPE protection, absorbance; in the data active = protection mostly above about 24%, no sharp cut-off; inactive = mostly below about 26%; also: some compounds called inactive have numbers as strong as hits
# Yeast life ext = yeast lifespan extension | S. cerevisiae growth with nicotinamide, OD615; deaD strain in restrictive glucose medium | inhibition of the nicotinamide effect, % at 10 µM | actives 0.68% (n = 130,000) | AID 775;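 active = inhibition above a set limit, placed 3 SD over the median of all compounds, cut at about 26% in these data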;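 also: 0% = nicotinamide-treated wells and 100% = cells grown without nicotinamide; some compounds called inactive have numbers as strong as hits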
#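 Buffer or medium: CSMM-D glucose medium, restrictive; test system: modified budding yeast, DeaD strain; compound: single dose 10 µM compound, 0.25% DMSO; schedule: culture preincubation 4 h, compound exposure 48 h, both 30 °C; detection: optical density (absorbance) at 615 nm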
# MRP1 act = MRP-1 activation. H69AR cells + doxorubicin, viability rescue, CellTiter-Glo. actives 0.61% (n = 140,000). viability increase, % at 10 µM;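 active = viability gain under doxorubicin at or above a set limit, the compound median plus 3 SD, cut at about 4.7% in these data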;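 also: MRP-1 overexpressing cells given doxorubicin 25 µM after compound pretreatment; 18-22 h compound pretreatment then 72 h with doxorubicin before readout; 0% = doxorubicin-only wells and 100% = vehicle-treated cells without doxorubicin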
# NPY-Y2 antag = antagonists of human neuropeptide Y receptor Y2. inhibition, % at 2.7 µM. actives 0.99% (n = 140,000). P49146. AID 793. NPY-Y2 expressing cells, antagonist mode; in the data active = inhibition above about 17%;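 also: 0% = vehicle with agonist challenge and 100% = reference antagonist with challenge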
# Target sequence (P49146 whole entry, looked up): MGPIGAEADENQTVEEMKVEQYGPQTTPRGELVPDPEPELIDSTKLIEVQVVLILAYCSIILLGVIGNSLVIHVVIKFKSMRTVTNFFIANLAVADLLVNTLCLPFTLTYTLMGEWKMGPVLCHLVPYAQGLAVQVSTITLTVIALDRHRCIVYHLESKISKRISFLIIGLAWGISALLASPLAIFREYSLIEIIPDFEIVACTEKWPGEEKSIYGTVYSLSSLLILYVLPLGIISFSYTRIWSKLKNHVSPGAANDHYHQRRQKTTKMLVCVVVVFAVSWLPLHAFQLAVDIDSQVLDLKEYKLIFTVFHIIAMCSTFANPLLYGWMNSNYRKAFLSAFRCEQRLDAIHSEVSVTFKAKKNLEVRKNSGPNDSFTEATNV
# Starred values were filed as active, the others as inactive; nt = not tested or not shown. Rows were taken by chance. Share with any hit: about 6.2%.
# Sample of the layout, 3 compounds:
mol	E-sel TNF inh	HCT116 PTEN-null	bCat KO growth	Yeast growth inh	GALR2 antag	Phagocyt inh	Measles CPE	Yeast life ext	MRP1 act	NPY-Y2 antag
CC1(C)Cc2c(c(N3CCCC3)nc3sc4c(N5CCN(CCO)CC5)ncnc4c23)CO1	-38	16	15	-21	-13	nt	2	-18	-6.9	8
CCC(C)NC(=O)C1c2cc(OC)c(OC)cc2C(=O)N(C)C1c1ccc(OC)cc1 (stereo not given)	-6	94	88	-36	14	nt	4	-3	-3.8	0
CC1(C)Oc2ccc(C(=O)N3CCCC3)cc2N(CC(=O)NCc2ccccc2)C1=O	15	104	95	-16	6	0	6	-11	-0.8	2

# All compounds of this part (from the top)
mol	E-sel TNF inh	HCT116 PTEN-null	bCat KO growth	Yeast growth inh	GALR2 antag	Phagocyt inh	Measles CPE	Yeast life ext	MRP1 act	NPY-Y2 antag
CC1(C)Cc2c(c(N3CCCC3)nc3sc4c(N5CCN(CCO)CC5)ncnc4c23)CO1	-38	16	15	-21	-13	nt	2	-18	-6.9	8
CCC(C)NC(=O)C1c2cc(OC)c(OC)cc2C(=O)N(C)C1c1ccc(OC)cc1 (stereo not given)	-6	94	88	-36	14	nt	4	-3	-3.8	0
CC1(C)Oc2ccc(C(=O)N3CCCC3)cc2N(CC(=O)NCc2ccccc2)C1=O	15	104	95	-16	6	0	6	-11	-0.8	2
Cc1ccc(CS(=O)(=O)Cc2ccc(C(=O)NCC3CCCO3)o2)cc1 (stereo not given)	-12	91	96	-24	3	nt	4	-4	-1.4	0
O=C(NCc1ccc(F)cc1)c1ccccc1OCc1ccccc1	23	71	66	0	-14	-6	7	-4	-1.7	8
COc1ccc(CC(=O)n2nc(-c3ccc(Cl)cc3)nc2NCc2ccco2)cc1	1	70	67	-1	-6	2	6	-6	-3.0	0
CC(=O)c1cccc(NC(=O)Cn2cc3c(n2)CCCC3)c1	nt	101	101	-29	9	0	9	-10	-1.2	2
COC(=O)c1ccc(OCC(O)Cn2nnc3ccccc32)cc1 (stereo not given)	-3	103	107	-2	-6	-1	5	-12	-2.9	2
COC(=O)CN1C(c2ccccc2O)Nc2ccc(Br)cc2C1c1ccccc1 (stereo not given)	nt	100	86	-31	-6	2	10	3	-1.4	5
CCNC(=S)NNC(=O)c1csc2c1CCC(C)C2 (stereo not given)	15	93	92	-35	-3	nt	25	-7	1.6	-2
Cc1csc(SCC(=O)N2CCN(S(=O)(=O)c3ccc(Cl)cc3)CC2)n1	nt	87	85	-28	-1	1	6	5	-4.0	0
COc1ccc(Cl)cc1NC(=O)CN(c1ccccc1)S(=O)(=O)N(C)C	-16	52	54	-17	-14	0	17	8	-5.5	0
O=C(Nc1ccc(-n2nncc2-c2ccco2)cc1)c1cccc(F)c1	nt	77	66	-38	5	-1	4	4	-2.0	2
CC1CCc2c(C(=O)Oc3cccc(-n4cnnn4)c3)csc2C1 (stereo not given)	nt	94	97	-18	-4	0	7	-4	-0.4	8
C=CCn1c(N)c(C(=O)Nc2ccc(C)c(C)c2)c2nc3ccccc3nc21	-8	37	39	-13	5	nt	20	1	-2.7	-3
Cc1cc([N+](=O)[O-])cc2c1NC(=O)C2(O)N1CCCCCC1 (stereo not given)	nt	75	88	2	6	-9	21	-3	-3.1	2
CCOC(=O)C1CCN(C(=O)CNS(=O)(=O)c2ccc(Br)s2)CC1	nt	104	95	-34	1	4	4	1	0.1	2
O=C(CCc1nc2ccccc2[nH]1)Nc1ccc2c(c1)OCO2	29	95	90	-59	5	nt	6	-7	-1.0	-4
Cc1nnc(NC(=O)CSc2nnc(Cc3cccn3C)n2CCc2ccccc2)s1	nt	95	91	-17	-9	-3	1	-5	-0.6	3
O=C(N/N=C/c1ccc(O)cc1)c1csc2c1CCCC2	nt	65	59	-47	7	-11	9	-3	-2.1	2
O=C(NC(Cc1c[nH]c2ccccc12)C(=O)OCC(=O)c1cccc2ccccc12)c1cccs1 (stereo not given)	3	90	89	-28	0	-5	7	0	-1.3	8
COc1ccc(Cc2c(O)nc(SCC(=O)N3CCCCCC3)[nH]c2=O)cc1	-10	93	99	-16	-8	nt	9	nt	1.9	-1
Cc1cccc(N(CC(=O)NC2CCCC2)C(=O)CCCC(=O)Nc2ccccn2)c1	-16	95	98	-1	2	0	5	-10	-0.6	2
O=C(O)CCC(=O)N1CCc2cc(S(=O)(=O)N3CC=C(c4ccccc4)CC3)ccc21	nt	94	98	-20	2	1	14	-4	-0.7	2

# In the list so far, 3 have a Cl atom:
mol	E-sel TNF inh	HCT116 PTEN-null	bCat KO growth	Yeast growth inh	GALR2 antag	Phagocyt inh	Measles CPE	Yeast life ext	MRP1 act	NPY-Y2 antag
COc1ccc(CC(=O)n2nc(-c3ccc(Cl)cc3)nc2NCc2ccco2)cc1	1	70	67	-1	-6	2	6	-6	-3.0	0
Cc1csc(SCC(=O)N2CCN(S(=O)(=O)c3ccc(Cl)cc3)CC2)n1	nt	87	85	-28	-1	1	6	5	-4.0	0
COc1ccc(Cl)cc1NC(=O)CN(c1ccccc1)S(=O)(=O)N(C)C	-16	52	54	-17	-14	0	17	8	-5.5	0

# Later entries
mol	E-sel TNF inh	HCT116 PTEN-null	bCat KO growth	Yeast growth inh	GALR2 antag	Phagocyt inh	Measles CPE	Yeast life ext	MRP1 act	NPY-Y2 antag
CC(C)CCNC(=O)NC(=O)COC(=O)c1cc(S(=O)(=O)N2CCOCC2)ccc1N1CCCCC1	23	98	89	-24	8	0	10	-9	-0.7	2
CCOC(=O)N1CCN(c2ccc(C(F)(F)F)cn2)CC1	nt	88	83	-3	-5	-5	7	-7	2.5	-1
CCOc1cc(CO)c(Br)cc1OCC(=O)O	12	94	89	-6	-4	0	12	-6	-1.1	2
O=C(CN1CCC(n2nnc3cc(F)ccc32)CC1)N1CCCc2ccccc21	nt	85	84	-74	-2	-1	12	-8	-1.5	0
COc1ccc(C(=O)CSc2nnc(CNc3ccc(C)cc3C)n2Cc2ccco2)cc1	-45	57	47	-72	2	0	7	10	-1.6	4
CN(C)CC(C)(C)CNS(=O)(=O)c1ccc(Cl)c(Cl)c1	-23	90	87	-14	-1	8	10	-1	-3.8	2
CCOC(=O)/C(=N\NC(=O)c1ccccc1)c1ccccc1	2	89	101	-17	2	0	4	-16	1.4	3
Cc1cc(C(=O)NC(CC(C)C)C(=O)O)cc(C)c1[N+](=O)[O-] (stereo not given)	nt	91	84	-26	-2	-4	5	0	-0.5	1
COc1ccc(CCN=C(N)NS(=O)(=O)c2ccccc2)cc1OC	nt	84	90	-28	-1	3	11	2	0.4	15
CCC(C)C(NC(=O)C1CCC(C)CC1)C(=O)NC(C(=O)OC)C(C)C (stereo not given)	nt	88	91	-11	8	0	8	-5	-1.6	1
CCCCOC(=O)C1[C@H]2C(=O)N(Cc3cccs3)C[C@]23C=C[C@H]1O3 (stereo not given in full)	-11	90	99	-16	-5	0	6	-23	-2.8	-3
CCc1c(C)c2c(C)nn(-c3ccccc3)c2oc1=O	18	83	81	11	-5	nt	13	nt	-4.6	6
O=C(c1cc(-c2ccco2)nc2ccccc12)N1CCN(c2ccc(F)cc2)CC1	nt	86	93	-2	10	nt	10	0	-2.1	7
Cc1[nH]n(-c2c(Cl)cc(Cl)cc2Cl)c(=O)c1C=Nc1ccc(S(=O)(=O)N2CCOCC2)cc1	29	106	107	15	3	-7	21	-3	0.0	1
CCOC(=O)Cc1csc(NC(=O)CSc2nnc(-c3cccnc3)n2Cc2ccco2)n1	1	93	93	-11	9	nt	11	nt	-1.7	4
Cc1cc(=O)c2cc(Br)ccc2[nH]1	9	70	53	-5	4	0	16	-9	-2.6	1
COc1ccc(/C=C/C(=O)Nc2nc(C)c(C(=O)N(C)C)s2)cc1OC	-7	101	92	-15	0	-8	13	-1	-0.8	2
Cc1ccc(C(=O)c2cc3ccccc3o2)cc1C	9	68	73	-21	-1	0	9	-13	0.7	9
FC(F)(F)c1ccc(-n2ccnc2)nc1	-34	93	96	-39	0	-1	3	-7	-1.1	3
Cn1c(=O)cc(OCCCC(=O)NCc2ccco2)c2ccccc21	-14	72	74	-44	0	1	1	-8	-1.9	2
O=C(N/C(=C/c1cccc([N+](=O)[O-])c1)C(=O)N1CCCCC1)c1cccs1	23	83	89	-14	-3	-9	8	4	-2.4	3
COc1cc(/C=C2\SC(=S)N(Nc3ncc(C(F)(F)F)cc3Cl)C2=O)cc(OC)c1OC	-15	89	109	-16	-5	-1	5	-3	-3.3	4
CC1Cc2nc(SCC(=O)N3CCc4ccccc43)n(C)c(=O)c2S1 (stereo not given)	-38	87	96	-44	9	nt	5	4	-5.3	0
Cc1cc(C)c(S(=O)(=O)N(C)CC(=O)N2CCCCC2)c(C)c1	-12	95	91	-44	3	-2	0	1	-1.7	5
Cc1cc(C(=O)OCC(=O)Nc2cc(C(F)(F)F)ccc2N2CCOCC2)c(C)o1	32	91	86	-54	-8	-1	5	-7	-1.7	9
Cc1cccn2c(=O)c3cc(C(=O)NC4CCS(=O)(=O)C4)sc3nc12 (stereo not given)	-10	81	100	17	10	0	15	-10	-2.8	-1
CC12COC3(C(N)=O)CC1CCC32C (stereo not given)	nt	93	91	-8	9	-6	24	8	0.1	2
Nc1nnc(N2CCc3ccccc32)s1	-27	109	95	-19	14	0	-1	-7	-3.4	10
Cc1cc(NC(=O)c2cncc(Br)c2)n(-c2ccccn2)n1	6	85	103	13	-12	-2	23	-21	-3.8	-1
COc1cc(/C=C2/SC(N)=NC2=O)ccc1Oc1ccc([N+](=O)[O-])cc1[N+](=O)[O-]	nt	88	82	-32	-5	nt	12	0	-3.0	-3
COC(=O)c1ccc(N=NNc2ccc(C(=O)OC)cc2)cc1	nt	29	56	-18	5	-5	9	0	-4.2	7
COc1cc(NS(=O)(=O)c2ccc(NC(=O)COc3ccccc3Cl)cc2)nc(OC)n1	-2	88	97	-28	4	-1	11	-11	0.8	2
Cc1ccc(CSCCNC(=O)/C=C/c2ccccc2Cl)cc1	4	97	92	-7	-8	-1	26	-3	-0.8	5

# Among those listed so far, three have a COOH group:
mol	E-sel TNF inh	HCT116 PTEN-null	bCat KO growth	Yeast growth inh	GALR2 antag	Phagocyt inh	Measles CPE	Yeast life ext	MRP1 act	NPY-Y2 antag
O=C(O)CCC(=O)N1CCc2cc(S(=O)(=O)N3CC=C(c4ccccc4)CC3)ccc21	nt	94	98	-20	2	1	14	-4	-0.7	2
CCOc1cc(CO)c(Br)cc1OCC(=O)O	12	94	89	-6	-4	0	12	-6	-1.1	2
Cc1cc(C(=O)NC(CC(C)C)C(=O)O)cc(C)c1[N+](=O)[O-] (stereo not given)	nt	91	84	-26	-2	-4	5	0	-0.5	1
